High-throughput results as filed in PubChem.
aGlu spleen mod: qHTS Assay for Inhibitors and Activators of Human alpha-Glucosidase From Spleen Homogenate; AID 2112, 2009; actives 0.006% (n = 240,000); human spleen homogenate, 4-MU-alpha-glucoside fluorescence; Potency, µM (top dose mostly 79.9 µM), for the others: top-dose activity change, negative = inhibition, usual class: inhibitors; Lysosomal alpha-glucosidase (Homo sapiens), P10253;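 further: 0% = enzyme with vehicle and -100% = no enzyme basal signal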
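Enzyme source: human spleen homogenate, 1 ug/well. Buffer 50 mM citric acid/K phosphate pH 5.0, 0.01% Tween-20. 4-MU-alpha-glucoside 1 mM; 37 C x 40 min; NaOH/glycine stop; fluorescence.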
ALDH1A1 block: qHTS Assay for Inhibitors of Aldehyde Dehydrogenase 1 (ALDH1A1) | AID 1030, 2008 | Purified ALDH1A1, NADH fluorescence, propionaldehyde substrate | actives 7.3% (n = 220,000) | Aldehyde dehydrogenase 1A1 (Homo sapiens), P00352 | Potency, µM (titrated, usually from 75.3 µM), inactives show at the top dose activity, negative = inhibition, hits mostly inhibitors; active means well fitted inhibition curve with a large enough effect, not every such curve was filed as active; inconclusive means small, poorly fitted or top-dose-only effect, or another doubt; inactive means no such curve, though single readings can be large or run the other way;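 further: plate controls were no enzyme wells and a reference inhibitor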
JMJD2E inh: qHTS Assay for Inhibitors of Human Jumonji Domain Containing 2E (JMJD2E). AID 2147, 2009. Lysine-specific demethylase 4E (Homo sapiens), B2RXH2. JMJD2E catalytic domain, FDH-coupled NADH fluorescence (FDH is formaldehyde dehydrogenase). Potency, µM (titrated, usually from 57.1 µM), for inactives: at the highest dose activity change, negative = inhibition, usual class: inhibitors. actives 1.6% (n = 230,000); active means well fitted inhibition curve with a large enough effect, not every such curve was filed as active; inconclusive means small, poorly fitted or top-dose-only effect, or another doubt; inactive means no such curve, though single readings can be large or run the other way;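 further: 0% = wells with enzyme and -100% = buffer wells without enzyme; nearly all actives have a fitted effect of over 50% in size; many of its hits are not listed in these tables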
Target sequence (B2RXH2 1-337 limits assumed): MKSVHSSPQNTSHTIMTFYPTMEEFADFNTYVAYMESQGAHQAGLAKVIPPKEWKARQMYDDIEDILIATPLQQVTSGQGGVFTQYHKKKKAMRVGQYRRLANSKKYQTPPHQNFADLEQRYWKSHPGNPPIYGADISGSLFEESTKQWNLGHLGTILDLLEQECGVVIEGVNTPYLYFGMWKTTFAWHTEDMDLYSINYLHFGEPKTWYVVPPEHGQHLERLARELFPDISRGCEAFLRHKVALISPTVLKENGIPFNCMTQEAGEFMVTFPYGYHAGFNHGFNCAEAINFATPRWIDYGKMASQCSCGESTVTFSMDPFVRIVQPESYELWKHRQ
GAA glycogen mod: qHTS Assay for Inhibitors and Activators of Human alpha-Glucosidase Cleavage of Glycogen. Potency, µM (doses to about 76.4 µM), without a hit: at the highest dose activity change, negative = inhibition, hits mostly inhibitors. Lysosomal alpha-glucosidase (Homo sapiens), P10253. AID 2100, 2009. actives 0.38% (n = 300,000). recombinant GAA, glycogen substrate, Amplex Red glucose oxidase fluorescence;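 further: 0% = full enzyme reaction and -100% = no-enzyme basal signal; the screen sought inhibitors and activators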
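qHTS, 1536-well; enzyme 4 nM final; cpd up to 77 uM; substrate bovine liver glycogen 30 ug; 50 mM citrate/phosphate pH 5.0, 0.01% Tween-20; 37 C, 40 min; Amplex Red detection 45 min RT; Hill fit → AC50.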
GLA spleen mod: qHTS Assay for Inhibitors and Activators of Human alpha-Galactosidase From Spleen Homogenate; Potency, µM (doses to about 80 µM), for inactives: at the top dose activity change, negative = inhibition, actives largely listed as inhibitors; actives 0.008% (n = 240,000); Alpha-galactosidase A (Homo sapiens), P06280; human spleen homogenate, 4MU-alpha-Gal fluorescence, 40 min; AID 2107, 2009;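 further: 0% = enzyme with vehicle and -100% = no enzyme basal signal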
Target sequence (P06280 32-429 limits assumed): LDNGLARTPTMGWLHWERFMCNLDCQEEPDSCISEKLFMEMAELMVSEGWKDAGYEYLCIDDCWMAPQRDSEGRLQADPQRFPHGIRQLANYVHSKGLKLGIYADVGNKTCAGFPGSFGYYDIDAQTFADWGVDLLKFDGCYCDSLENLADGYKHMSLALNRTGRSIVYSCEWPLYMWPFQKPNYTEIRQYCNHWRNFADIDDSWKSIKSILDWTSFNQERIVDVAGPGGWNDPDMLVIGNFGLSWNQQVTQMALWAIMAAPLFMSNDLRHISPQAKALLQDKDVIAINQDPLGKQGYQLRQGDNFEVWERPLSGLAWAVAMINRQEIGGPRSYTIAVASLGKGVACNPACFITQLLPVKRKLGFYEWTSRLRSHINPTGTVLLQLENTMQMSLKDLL
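qHTS titration in buffer at pH 5.0. Alpha-galactosidase activity in spleen homogenate was measured via 4-methylumbelliferone release from 1 mM fluorogenic substrate after 40 min at 37C and a pH 10 stop. AC50 came from Hill fits of control-normalized data.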
SMN2 splice enh: qHTS Assay for Enhancers of SMN2 Splice Variant Expression; HEK293 SMN2-luciferase splicing reporter, luminescence, 30-36 h; AID 1458, 2008; actives 2.8% (n = 210,000); Potency, µM (top dose mostly 46.1 µM), for inactives: at the top dose activity change, positive = activation, hits mostly activators; further: % of control where 0% means no effect; nearly all actives have a fitted effect of over 55% in size
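qHTS luciferase splicing reporter: luminescence rises when SMN2 exon 7 is included in transfected HEK293 cells. Compound exposure lasted 30-36 h at 37C, with 4.5 mM final sodium butyrate as control, followed by a ONE-Glo read.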
RGS12 GoLoco inh: qHTS Assay for Inhibitors of RGS12 GoLoco Motif Activity (Red Fluorophore). Guanine nucleotide-binding protein G(i) subunit alpha-1 (Homo sapiens), P63096. Gai1:RGS12 GoLoco peptide FP, rhodamine, 10 min. Potency, µM (doses to about 61.6 µM), without a hit: top-dose activity, negative = inhibition, actives largely listed as inhibitors. actives 0.44% (n = 230,000). AID 880, 2007; active means well fitted inhibition curve with a large enough effect, not every such curve was filed as active; inactive means no such curve, though single readings can be large or run the other way; further: on the % scale 0 is the no-effect control and ±100 the full control effect; nearly all actives have a fitted effect of over 30% in size; many of its hits are not listed in these tables
Target sequence (P63096 whole entry, looked up): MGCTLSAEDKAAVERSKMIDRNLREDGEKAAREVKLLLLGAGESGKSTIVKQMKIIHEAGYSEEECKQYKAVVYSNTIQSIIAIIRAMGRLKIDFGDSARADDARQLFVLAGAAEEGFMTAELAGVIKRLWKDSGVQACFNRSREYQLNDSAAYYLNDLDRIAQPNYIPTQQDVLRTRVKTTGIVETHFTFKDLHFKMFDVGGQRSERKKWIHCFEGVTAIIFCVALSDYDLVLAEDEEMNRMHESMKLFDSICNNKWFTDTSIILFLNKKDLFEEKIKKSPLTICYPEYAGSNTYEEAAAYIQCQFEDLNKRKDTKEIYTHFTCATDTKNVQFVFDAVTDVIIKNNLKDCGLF
GAA inh: qHTS Assay for Inhibitors of Human alpha-Glucosidase as a Potential Chaperone Treatment of Pompe Disease; purified human GAA, 4-MU-alpha-glucoside fluorescence; Potency, µM (top dose mostly 76.9 µM), inactives show top-dose activity change, negative = inhibition, usual class: inhibitors; actives 0.005% (n = 200,000); AID 1466, 2008;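 further: plate controls were uninhibited enzyme wells for no effect and no-enzyme background for full effect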
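Enzyme (4 nM final) mixed with compound (up to 77 uM), then 4-MU-alpha-D-pyranoside (400 uM final) added; 20 min at room temperature, pH 5.0. Reaction stopped at pH 10, fluorescence read, AC50 derived by Hill fit.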
Numbers without * were called inactive; u = inconclusive; x = not tested or not shown; & = joins results of further samples; [ ] = another dose, or the depositor's remark. Unless noted, the call rests on the fitted dose curve; in most records, active means well fitted curve in the direction sought with a large enough effect; inconclusive means small, poorly fitted or top-dose-only effect, or another doubt; inactive means no such curve, though single readings can be large; an effect the other way counts as inactive or inconclusive. Potency means the concentration at half of the fitted maximal effect. Some of the compounds tested; rates above refer to the full screens.

Order of results – aGlu spleen mod	ALDH1A1 block	JMJD2E inh	GAA glycogen mod	GLA spleen mod	SMN2 splice enh	RGS12 GoLoco inh	GAA inh
> O=C(c1ccc2c(c1)OCO2)N(CC1CCCO1)C1(C(=O)NC2CCCC2)CCCCC1 (stereo unspecified)
  -9%	4%	3%	7%	-8%	-10%	6%	-10%
> O=C(OCC(=O)N1CCc2ccccc21)c1nc(Cl)ccc1Cl
  5%	-2%	-7%	-3%	2%	4%	-6%	-6%
> O=C(Nc1cccc(-c2nnco2)c1)c1cccs1
  -4%	4%	-1%	4%	-7%	x	3%	-8%
> CCOC(=O)C1(CCOc2ccccc2)CCN(Cc2cnc(C)[nH]2)CC1
  -2%	4%	-5%	1%	7%	x	6%	-3%
> CCNC(=O)NC(=O)C(C)Sc1nc2cc(C(=O)OC)ccc2c(=O)n1-c1ccccc1 (stereo unspecified)
  4%	22µM*	u	-9%	9%	-21%	3%	6%
> COc1cccc(N2CC(C(=O)Oc3ccc4ccccc4c3)CC2=O)c1 (stereo unspecified)
  -3%	-1%	0%	-14%	3%	-9%	3%	7%
> CC(=O)NC(CC(=O)NCC(c1ccco1)N(C)C)c1ccccc1 (stereo unspecified)
  3%	17%	3%	-1%	0%	-14%	13%	-2%
> CCCC(=O)Nc1c(-c2cccs2)c(=O)c2ccccc2n1C
  -5%	-7%	-28%	-2%	-1%	26%	9%	-2%
> CCCC(=O)Nc1ccc(Cl)c(NC(=O)CC)c1
  1%	-5%	3%	4%	-17%	2%	2%	1%
> COc1ccc(-n2c(SCC(=O)O)nc3sc4c(c3c2=O)CCC4)cc1
  -9%	-3%	-28%	20%	1%	0%	18%	5%
> Cc1nn(Cc2cccc(F)c2)c(C)c1NC(=O)c1ccc(COc2ccccc2Cl)cc1
  -9%	u	2%	-6%	1%	-67%[inhibitor]	-1%	-7%
> NNC(=O)Cn1nc2n(c1=O)-c1ccccc1SC2
  1%	x	6%	6%	5%	x	7%	x
> CN(Cc1ccccc1)C(=O)c1nc2ccccn2c1CNCCCOc1cccnc1
  -5%	-12%	-3%	10%	-4%	x	9%	-1%
> O=C(Nc1ccccc1)Nc1ccc(Br)c(Cl)c1
  -12%	-3%	4%	13%	-6%	u	0%	-1%
> O=C(NNc1c(F)c(F)cc(F)c1F)c1cc2ccccc2oc1=O
  -17%	-1%	3%	-15%	2%	22%	7%	4%
> CNC(=S)N1N=C(c2ccccc2)CC1c1ccc(Br)cc1 (stereo unspecified)
  -8%	-2%	-1%	-2%	-14%	-10%	0%	-3%
> CC(=O)NC1CC2CCCC(C1)N2S(=O)(=O)c1cccc(F)c1 (stereo unspecified)
  -3%	u	3%	8%	-1%	-3%	-11%	-3%
> CCN(CC)C(C)C(=O)NCC1(c2ccccc2)CCOCC1 (stereo unspecified)
  -2%	0%	9%	7%	5%	-19%	-1%	-5%
> O=C(Nc1ccc(-c2cn3ccccc3n2)cc1)c1ccc(Cl)cc1
  -7%	u	u	14%	-10%	u	14%	12%
> Cc1cccc(N(CC(=O)Nc2ccccc2F)S(C)(=O)=O)c1
  3%	8%	9%	10%	5%	-5%	6%	-2%
> CS(=O)(=O)N1CCN(c2ccccc2NC(=O)c2ccco2)CC1
  10%	u	-3%	13%	14%	-36%	-14%	0%
> NC(=O)C1(N2CCCCC2)CCN(CC(=O)Nc2ccc(Oc3ccccc3)cc2)CC1
  8%	4%	0%	2%	10%	-24%	4%	-6%
> CC(=O)c1c(N2CCOCC2)nc(=S)n(-c2ccccc2)c1C
  -2%	3%	0%	-19%	0%	-6%	13%	6%
> CN1CCN(C(=O)CCc2ncc(C(F)(F)F)cc2Cl)CC1
  0%	4%	-4%	0%	-7%	-1%	-10%	5%
> NC(=O)NCCN1CCN(c2ncc(C(F)(F)F)cc2Cl)CC1
  7%	6%	-12%	-5%	-4%	-15%	10%	1%
> COC(=O)CC1c2cc(OC)c(OC)cc2CC(=O)c2cc(OC)c(OC)cc21 (stereo unspecified)
  -8%	-10%	-20%	u	0%	-2%	0%	1%
> O=C(Cn1cnc2c(nnn2-c2cccc(Cl)c2)c1=O)N1CCCC1
  3%	1%	2%	-8%	7%	18%	-3%	5%
> CC(c1cccs1)N(Cc1ccco1)C(=S)Nc1ccccc1Cl (stereo unspecified)
  4%	10%	-9%	-6%	4%	-82%[inhibitor]	7%	2%
> CC(=O)Nc1ccc(Oc2cc(NC(C)=O)cc([N+](=O)[O-])c2)cc1
  4%	-12%	1%	1%	-7%	-1%	4%	6%
> CCOC(=O)N/N=C(/C)c1cccc(-n2cnnn2)c1
  x	10%	5%	4%	-14%	-4%	9%	-3%
> CCc1nnc(NC(=O)CSc2nnc(-c3ccc(O)cc3)n2C)s1
  5%	-3%	7%	5%	3%	x	2%	2%
> Cc1cccc2cc(C#N)c(SCC#N)nc12
  3%	2%	-2%	0%	8%	-4%	10%	-2%
> CCn1nc(C)c(C2C(C#N)=C(N)OC3=C2C(=O)CC(C)(C)C3)c1C (stereo unspecified)
  3%	2%	0%	-6%	4%	1%	0%	1%
> Cc1ccc(OCC(=O)Nc2ccc(N3CCN(C(=O)c4ccc(C)cc4)CC3)cc2)cc1
  2%	17%	11%	-2%	-12%	x	-8%	13%
> O=C(c1ccc(Cl)cc1)N(Cc1ccccc1F)N1C(=O)CCCC1=O
  -3%	-1%	5%	-2%	1%	-2%	-4%	u
> CCNS(=O)(=O)c1ccc2c(c1)n(C)c(=O)n2C
  2%	7%	5%	6%	4%	26%	-1%	-3%
> Cc1ccc(Nc2cc(C)nc3nnnn23)cc1
  1%	-7%	-3%	3%	-2%	17%	4%	-6%
> CCOc1ccc(CN(CCC#N)C(=S)NC(=O)c2ccccc2)cc1
  -7%	u	-5%	-18%	6%	-6%	2%	u
> Cc1ccc(O)c(C(=O)c2cc(C(=O)NCCc3ccccc3)c(=O)n(CCc3ccccc3)c2)c1
  -4%	1%	-3%	5%	-1%	-13%[1.84 µM]	28%	-2%
> OC[C@H](O)[C@H](O)[C@@H](O)[C@@H](O)[C@@H]1SC(c2ccccc2)=NN1c1ccccc1
  2%	x	-30%	-24%	6%	x	13%	x
> Cc1ncc(CO)c(/C=N/NC(=O)c2ccccc2Br)c1O
  2%	u	u	-8%	4%	x	x	14%
> Cc1cc(C)cc(NC(=O)CCC(=O)Nc2nnc(C(F)(F)F)s2)c1
  6%	x	5%	8%	-2%	x	0%	x
> FC(F)(F)c1cc(-c2ccco2)nc(-n2nnc3ccccc32)n1
  4%	u	u	2%	8%	2%	-4%	u
> CC1CCN(CC(=O)Nc2nn(-c3ccccc3)nc2C(N)=O)CC1
  2%	2%	u	-1%	3%	7%	-10%	-8%
> CC1=NN(c2nc(-c3ccc(C)cc3)cs2)C(=O)C1N=Nc1cccc(O)c1 (stereo unspecified)
  -5%	u	-6%	-21%	6%	-41%[inhibitor]	169%[activator]	-6%
> O=C(COC(=O)c1cc(S(=O)(=O)N2CCOCC2)ccc1O)NCCc1ccccc1
  -9%	u	u	7%	-2%	4%	-9%	0%
> CN1CCN(c2ccccc2NC(=O)c2ccc(-c3ccccc3)cc2)CC1
  -18%	7%	-1%	1%	5%	7%	3%	-7%
> CCC(C)N1C(=S)SC(C)(C)C1N(O)C(=O)NC1CCCCC1 (stereo unspecified)
  -1%	x	u	-27%	3%	x	-9%	x
> CCc1c(C)sc(NC(=O)c2cc(-c3ccc(OC)c(OC)c3)on2)c1C#N
  -15%	-6%	u	-1%[76.3 µM]	-6%	13%&-5%	2%	3%
> Cn1c(C(=O)N2CCCC(C(=O)NCc3ccc4c(c3)OCO4)C2)cc2sccc21 (stereo unspecified)
  -2%	3.5µM*	-4%	8%	-3%	-5%	8%	u

Eight entries from above, ordered by length of the SMILES, largest number first:
Order of results – aGlu spleen mod	ALDH1A1 block	JMJD2E inh	GAA glycogen mod	GLA spleen mod	SMN2 splice enh	RGS12 GoLoco inh	GAA inh
> OC[C@H](O)[C@H](O)[C@@H](O)[C@@H](O)[C@@H]1SC(c2ccccc2)=NN1c1ccccc1
  2%	x	-30%	-24%	6%	x	13%	x
> Cn1c(C(=O)N2CCCC(C(=O)NCc3ccc4c(c3)OCO4)C2)cc2sccc21 (stereo unspecified)
  -2%	3.5µM*	-4%	8%	-3%	-5%	8%	u
> O=C(COC(=O)c1cc(S(=O)(=O)N2CCOCC2)ccc1O)NCCc1ccccc1
  -9%	u	u	7%	-2%	4%	-9%	0%
> CC1=NN(c2nc(-c3ccc(C)cc3)cs2)C(=O)C1N=Nc1cccc(O)c1 (stereo unspecified)
  -5%	u	-6%	-21%	6%	-41%[inhibitor]	169%[activator]	-6%
> CCc1c(C)sc(NC(=O)c2cc(-c3ccc(OC)c(OC)c3)on2)c1C#N
  -15%	-6%	u	-1%[76.3 µM]	-6%	13%&-5%	2%	3%
> CN1CCN(c2ccccc2NC(=O)c2ccc(-c3ccccc3)cc2)CC1
  -18%	7%	-1%	1%	5%	7%	3%	-7%
> FC(F)(F)c1cc(-c2ccco2)nc(-n2nnc3ccccc32)n1
  4%	u	u	2%	8%	2%	-4%	u
> CCC(C)N1C(=S)SC(C)(C)C1N(O)C(=O)NC1CCCCC1 (stereo unspecified)
  -1%	x	u	-27%	3%	x	-9%	x
